# High-throughput results from PubChem BioAssay.
# M. tuberculosis HTS: M. tuberculosis growth inhibition, HTS (AID 449762); M. tuberculosis H37Rv growth inhibition, 7H9 media; higher % means a stronger effect; inhibition, % at 25 µM, or IC50 in µM where a hit was titrated; 330,000 tested, 0.59% active; in the data active = a potency from the dose series; inconclusive = inhibition above about 70% without an active follow-up result;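 also: bacterial growth assessed after seven days of incubation; strong numbers were not always called active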
# tuberculosis growth: growth inhibition of non-replicating M. tuberculosis (AID 488890); Mycobacterium tuberculosis non-replicating, growth inhibition; higher % means a stronger effect; one-dose inhibition, % at 25 µM; IC50 in µM for titrated hits; 320,000 tested, 0.39% active; in the data active = a potency from the dose series; inconclusive = inhibition mostly from about 82% at the one dose, without a potency; inactive = the rest, 99 in 100 with inhibition below about 76%;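 also: plate controls were DMSO cells for no effect and high antibiotic wells for full effect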
# PhoP GFP inhibition: PhoP regulon inhibitors, Salmonella typhi PhoP promoter GFP reporter, confirmatory (AID 1850). 310,000 tested, 0.33% active. inhibition, % at 50 µM; hits with a dose series show IC50 in µM. Salmonella Typhi PhoP-promoter GFP reporter, fluorescence, 4 h; higher % means a stronger effect; in the data active = a potency from the dose series; inconclusive = inhibition mostly from about 25% at the one dose, without a potency; inactive = the rest, 99 in 100 with inhibition below about 19%;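 also: 0% = induced wells with vehicle and 100% = uninduced wells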
# inhibitors of VEEV: inhibitors of VEEV TC-83 cytopathic effect, confirmation, Vero cells (AID 588727). inhibition, % at 20 µM, or IC50 in µM where a hit was titrated. 350,000 tested, 0.13% active. Vero cells, VEEV TC-83 cytopathic effect inhibition; higher % means a stronger effect; in the data active = a potency from the dose series; inconclusive = inhibition mostly from about 14% at the one dose, without a potency; inactive = the rest, 99 in 100 with inhibition below about 12%; also: strong numbers were not always called active
# influenza NS1A: NS1A inhibition, H1N1 influenza, cell based functional assay (AID 504329); NS1A functional cell-based assay, percent inhibition; higher % means a stronger effect; inhibition, % at 12.5 µM; hits with a dose series show IC50 in µM; 340,000 tested, 0.3% active; in the data active = a potency from the dose series; inconclusive = inhibition above about 27% without an active follow-up result; also: strong numbers were not always called active
# inhibitors of VEEV 10K pilot screen: second read-out of inhibitors of VEEV, no call of its own (marks repeat the call); inhibition, %; measured here: 10K pilot screen inhibition
# * = called active by the depositor; i = inactive; ? = inconclusive; . = no result given.
# Start of the listing, in advance:
SMILES,M. tuberculosis HTS,tuberculosis growth,PhoP GFP inhibition,inhibitors of VEEV,influenza NS1A,others
O=C(NCCN1CCN(c2ccccc2)CC1)C1(S(=O)(=O)c2ccc(Cl)cc2)CC1,-3%,.,1%,9.0%,12%,
O=C1NC(=Nc2ccccc2)c2ccc([N+](=O)[O-])cc21,2%,-3%,-2%,1.1%,-14%,
C/C(=N\NC(=O)c1cc2ccccc2cc1O)c1cccs1,-1%,?,-12%,3.0%,-6%,
CCc1ccc2c(c1)C(C)=CC(C)(C)N2,1%,15%,-4%,3.2%,-16%,

# All compounds of this part, previewed entries included:
SMILES,M. tuberculosis HTS,tuberculosis growth,PhoP GFP inhibition,inhibitors of VEEV,influenza NS1A,others
O=C(NCCN1CCN(c2ccccc2)CC1)C1(S(=O)(=O)c2ccc(Cl)cc2)CC1,-3%,.,1%,9.0%,12%,
O=C1NC(=Nc2ccccc2)c2ccc([N+](=O)[O-])cc21,2%,-3%,-2%,1.1%,-14%,
C/C(=N\NC(=O)c1cc2ccccc2cc1O)c1cccs1,-1%,?,-12%,3.0%,-6%,
CCc1ccc2c(c1)C(C)=CC(C)(C)N2,1%,15%,-4%,3.2%,-16%,
COCCn1c(C)cc(C(=O)CN2C(=O)NC3(CCCCCC3)C2=O)c1C,4%,-1%,.,1.2%,-4%,
CCC(=O)Nc1cccc(NC(=S)NC(=O)c2cc3ccccc3o2)c1,-1%,2%,7%,i,-3%,
NN1C(=O)NC(c2ccccc2)(c2ccccc2)C1=O,7%,0%,-2%,i,-1%,
COc1ccc(C2C3=C(CCCC3=O)Nc3nc(SCc4ccc(C(=O)O)cc4)nn32)cc1OC (stereo unspecified),-9%,-8%,-16%,0.6%,3%,
O=C(Nc1nnc(-c2ccco2)s1)c1ccccc1,-3%,8%,4%,1.5%,5%,
Cc1cccc(NC(=O)c2ccccc2NC(=O)Cc2ccccc2)c1C,-5%,0%,-15%,0.8%,4%,
CCOC(=O)Cn1c(C(F)(F)F)nc2nc(Cl)c(Cl)nc21,.,.,.,1.1%,-21%,
CCOC(=O)CN1CC23C=CC(O2)C(C(=O)NCc2cccs2)C3C1=O (stereo unspecified),-1%,-14%,4%,0.8%,-2%,
O=C(Cc1cccc(Cl)c1)Nc1ccc(Br)cc1,5%,40%,3%,0.1%,-11%,
CC(CCc1ccccc1)NC(=O)CCNS(=O)(=O)c1ccccc1C(F)(F)F (stereo unspecified),0%,25%,.,1.3%,-2%,
Cc1ccc(C(=O)N2CCN(C(=O)c3ccccc3)C2c2ccc(N(C)C)cc2)cc1 (stereo unspecified),1%,-16%,-7%,i,3%,
CCN(CC)CCNc1cc(C)nc2c1C(=O)C(=O)C=C2N1CCCCC1,47%,74%,15%,12%,-5%,
O=C(c1ccccc1)N1CCN(CC#CC2(O)CCCCC2)CC1,-3%,-5%,-1%,0.4%,-1%,
S=c1[nH]c(-c2ccccc2)cn1/N=C/c1cccc2ccccc12,?,7%,-13%,9.3%,-13%,
Nc1ncnc2c1ncn2[C@@H]1O[C@H](CNS(=O)(=O)c2ccc(-c3ccno3)s2)[C@@H](O)[C@H]1O,.,.,.,i,-10%,
COc1cc(CN2CCN(Cc3c[nH]c4ccccc34)CC2CCO)cc(OC)c1 (stereo unspecified),-3%,8%,-6%,i,-2%,
O=S(=O)(NCCN1CCOCC1)c1ccc(Cl)c(Cl)c1,-1%,-8%,4%,0.1%,5%,
CCC(C(=O)Nc1ccsc1C(=O)OC)c1ccccc1 (stereo unspecified),7%,15%,-5%,6.8%,1%,
C=CCSc1nc2sc3c(c2c(=O)[nH]1)CC(C)(CC)OC3 (stereo unspecified),11%,10%,4%,2.5%,-10%,
O=c1c([N+](=O)[O-])c(N2CCCCC2)c2ccccc2n1-c1ccccc1,10%,-14%,8%,1.2%,6%,
COc1ccc(C2CC(c3c(O)cc(C)oc3=O)=NCCS2)c(OC)c1 (stereo unspecified),-1%,?,-9%,5.9%,3%,
Cc1ccnc(SCc2cc(=O)c(OC(=O)c3ccc(S(=O)(=O)N4CCCC4)cc3)co2)n1,0%,13%,-7%,0.1%,-8%,inhibitors of VEEV 10K pilot screen=1.3
CC(Cc1ccccc1)C(=O)NCc1nc2ccccc2s1 (stereo unspecified),6%,1%,-8%,0.4%,1%,
COc1ccc(-c2csc(-n3ncc(-c4ccccn4)c3N)n2)cc1,1%,11%,1%,1.2%,-8%,
CCOC(=O)C1C(=O)NC(N2CCCCC2)=NC1C(C)C (stereo unspecified),-4%,3%,-6%,i,13%,
Cc1ccccc1OCC(O)CNC1CCCC1 (stereo unspecified),-8%,-5%,7%,0.0%,-3%,
Cc1cccc(C)c1NC(=O)COC(=O)C1CC(=O)N(Cc2ccccc2)C1 (stereo unspecified),-2%,-6%,10%,0.5%,-1%,
COc1cc(/C=C(\C#N)c2nc3ccccc3[nH]2)ccc1O,-19%,38%,-6%,1.6%,20%,
CN(C(=O)COC(=O)C1CCN(S(=O)(=O)c2ccc(Cl)cc2)CC1)C1CCS(=O)(=O)C1 (stereo unspecified),7%,-3%,.,2.6%,-7%,
Cc1ccccc1NC(=O)C(C)O/N=C/c1cccc([N+](=O)[O-])c1 (stereo unspecified),-3%,15%,-3%,1.8%,15%,
CCC(=O)OC(Cc1ccccc1)(c1ccccc1)[C@H](C)CN(C)C (stereo partly specified),-4%,-1%,.,1.1%,4%,
O=C(CSc1nc2ccccc2[nH]1)N1c2ccccc2Sc2ccccc21,94%,15%,-7%,0.2%,1%,
COC(=O)c1c(NC(=O)Cc2cccs2)sc(C(=O)NC2CCCCC2)c1C,-3%,-14%,-10%,0.1%,-4%,
Cc1cccc(OCC(=O)Nc2ccncc2)c1,-6%,63%,5%,2.9%,2%,
O=C(C1CCN(S(=O)(=O)c2cccs2)CC1)N1CCCCC1,-13%,4%,2%,i,0%,
O=C(/C=C/c1cccs1)N1CCOCC1,-10%,-25%,0%,i,-4%,
CCN1C[C@@H]2[C@@H]3C(=O)N(C)C(=O)[C@@H]3[C@](CC)(C(=O)OC)N2C1=NCc1ccccc1,.,.,.,0.6%,-3%,
COc1ccc(-n2nc(C(=O)NCC(=O)N3CCC(C(N)=O)CC3)c3ccccc3c2=O)cc1,-7%,5%,7%,1.1%,2%,
CCOC(=O)C1CCCN(C(=O)c2cc(COc3ccc(C)nc3)on2)C1 (stereo unspecified),-3%,35%,-5%,i,-5%,
CC(C)CNc1nc(NC(C)(C)C)nc(Oc2ccc(=O)[nH]n2)n1,-1%,-2%,8%,7.0%,4%,
O=C(CSc1ccc2nnc(-c3ccccn3)n2n1)Nc1ccc2c(c1)OCCO2,2%,.,-9%,0.9%,-1%,
CCCN(CCO)CCCc1ccccc1,-3%,-13%,-6%,3.5%,-25%,
COCCn1c(C)cc(C(=O)CSc2nc3ccccc3o2)c1C,13%,5%,-8%,4.5%,1%,
O=C(O)c1cc([N+](=O)[O-])ccc1NCc1ccccn1,9%,5%,-14%,i,-4%,
O=C(CCSc1ccccc1)NNC(=O)c1ccccc1F,?,45%,0%,3.7%,-10%,
COc1ccc(-c2nn(-c3ccccc3)cc2CO)cc1,10%,13%,-7%,5.3%,-19%,
CC(C)Cc1oc(C(=O)O)cc1CN,-5%,-2%,3%,1.1%,-3%,
CCCC1=NN(C(=O)Cc2ccc([N+](=O)[O-])cc2)C(O)(C(F)(F)F)C1 (stereo unspecified),3%,67%,4%,2.6%,5%,
CCC(=O)Nc1cccc(SC)c1,43%,-1%,-5%,2.5%,2%,
CSc1ccccc1NC(=O)c1cc(-c2ccco2)on1,2%,20%,11%,3.5%,1%,
Cc1cc(SCC(=O)N2CCN(C(=O)c3ccco3)CC2)c(C)cc1Br,4%,32%,.,4.9%,3%,
CCC(=O)Nc1ccc(S(=O)(=O)Nc2cccc(C)c2)cc1OC,7%,12%,-9%,3.6%,5%,
C=CCn1c(=O)c(C(=O)NCc2ccccc2)c(O)c2ccccc21,12%,11%,-3%,5.4%,-1%,
COc1ccc(-c2cc(C)no2)cc1S(=O)(=O)NCCCN1CCCCCC1,9%,-3%,-12%,i,7%,
O=S(=O)(Oc1ccc(C(=S)N2CCOCC2)cc1)c1ccc(Cl)cc1,6%,1%,-2%,i,2%,
O=C(Nc1ccccc1C(=O)NCC1CCCO1)c1ccc(Cl)cc1Cl (stereo unspecified),0%,9%,15%,2.0%,-5%,

# Carrying on.
SMILES,M. tuberculosis HTS,tuberculosis growth,PhoP GFP inhibition,inhibitors of VEEV,influenza NS1A,others
CC(Oc1ncnc2ccccc12)C(=O)Nc1cccc(S(=O)(=O)N2CCOCC2)c1 (stereo unspecified),-8%,-4%,0%,0.6%,-4%,
CN(C)c1ccc(C=C2C(=O)NC(=S)NC2=O)cc1[N+](=O)[O-],5%,7%,-3%,1.5%,-1%,
COc1ccc(OC)c(-n2c(=S)[nH]c3c(sc(=S)n3-c3ccccc3)c2=O)c1,4%,-9%,1%,6.2%,-1%,
Cc1cc(/C=C2/NC(=O)NC2=O)c(C)n1-c1ccncc1,-2%,5%,-10%,0.4%,-4%,
O=C(Cn1cnc2c(OCc3ccccc3)ncnc21)NCc1ccc2[nH]ccc2c1,2%,12%,.,1.1%,0%,
CC1CN=C(c2ccccc2)O1 (stereo unspecified),.,.,.,2.5%,-13%,
COc1ccc(C(=O)NCCSc2ccccc2)cc1OC,-2%,6%,1%,2.9%,-14%,
COc1ccc(NC(=O)Cn2c(=O)sc3ccccc32)cc1,3%,-9%,-11%,i,-9%,
Cc1cc(C(=O)OCC(=O)N2c3ccccc3CC2C)c(C)o1 (stereo unspecified),3%,17%,-3%,6.3%,-8%,
COCN(C#N)c1nc(N(C)C)nc(N(C)C)n1,1%,-12%,9%,0.8%,-2%,
CCOc1cccc2cc(-c3csc(NC(=O)CCC(=O)NCCCN4CCC(C)CC4)n3)c(=O)oc12,-3%,29%,16%,.,.,
COC(=O)CNc1nc(Cl)nc(Nc2ccc(C)cc2)n1,-4%,-18%,13%,0.2%,-4%,
COc1ccc(-n2cc(CN(C)C3CCOCC3)c(-c3cccc(F)c3)n2)cc1,-8%,-4%,-7%,0.8%,-1%,
CCOC(=O)c1[nH]cnc1C(=O)Nc1ccccc1C,34%,15%,-8%,6.8%,-2%,
Cc1cccc(OCCOC(=O)CN2C(=O)NC3(CCCC3)C2=O)c1,-4%,2%,-16%,i,-4%,
CC(CCc1ccccc1)NC(=O)/C=C/c1ccc(F)cc1 (stereo unspecified),13%,-2%,-6%,.,.,
Cc1cc(C(=O)COC(=O)C2=NNC(=O)CC2)c(C)n1-c1ccc(OC(F)F)cc1,0%,37%,-5%,0.8%,0%,
COc1cc(NC(=O)C2CC(=O)N(CCc3ccc(F)cc3)C2)cc(OC)c1OC (stereo unspecified),3%,-7%,0%,1.1%,5%,
FC(F)(F)c1ccc(C2[C@H]3CN(Cc4ccc(-c5ccccc5)cc4)[C@H](c4ccccc4)C34CC2(c2cccnc2)C4)cc1 (stereo partly specified),-4%,34%,-8%,.,.,
CCCc1cc(NCCCO)n2c(nc3ccccc32)c1C#N,-3%,-10%,-4%,2.8%,.,
O=C(Cc1ccsc1)Nc1ccc(Cl)cc1Cl,9%,0%,-9%,1.3%,8%,
COc1cc2[nH]c(=O)n(CCCC(=O)N3CC=C(c4ccccc4)CC3)c(=O)c2cc1OC,-3%,18%,-6%,4.8%,-5%,
Oc1ccc(C[C@@H]2CNCCN2CC2(c3ccccc3)CC2)cc1,3%,45%,-6%,i,8%,
COc1ccc(C(=O)Nn2c(C)ccc2C)cc1OC,4%,13%,-4%,4.4%,-4%,
O=C(Cc1cccs1)Nc1cccc(-c2nnc(-c3ccco3)o2)c1,-2%,0%,6%,3.3%,1%,
O=C(CSc1nnc(NC(=O)c2ccccc2)s1)NCc1ccco1,-11%,52%,5%,4.9%,1%,
COc1ccc(-c2noc(CCC(=O)Nc3cccnc3)n2)cc1OC,-3%,5%,4%,0.4%,4%,
COCCn1cnc2c1c(=O)n(CC(=O)NCC(F)(F)F)c(=O)n2Cc1ccccc1,-6%,-9%,7%,0.1%,-13%,

# Three compounds from above, arranged by SMILES length, ascending.
SMILES,M. tuberculosis HTS,tuberculosis growth,PhoP GFP inhibition,inhibitors of VEEV,influenza NS1A,others
CC(C)Cc1oc(C(=O)O)cc1CN,-5%,-2%,3%,1.1%,-3%,
CCOC(=O)CN1CC23C=CC(O2)C(C(=O)NCc2cccs2)C3C1=O (stereo unspecified),-1%,-14%,4%,0.8%,-2%,
CC(Oc1ncnc2ccccc12)C(=O)Nc1cccc(S(=O)(=O)N2CCOCC2)c1 (stereo unspecified),-8%,-4%,0%,0.6%,-4%,
